# Source: PubChem (ICCB-Longwood Screening Facility, Harvard Medical School)
# Polio RdRp inh – poliovirus RdRp elongation inhibitors, primary screen, biochemical, fluorescence polarization, total intensity | Genome polyprotein (Poliovirus type 1 (strain Mahoney)), P03300 | poliovirus polymerase elongation; stronger effect = lower value | % elongation, % (compound at 16.7 µg/mL) | actives 0.66% (n = 150,000); in the data active = % elongation below about 90%; note: some results filed as inactive read as strong as hits
# Target sequence (P03300 1749-2209 limits assumed): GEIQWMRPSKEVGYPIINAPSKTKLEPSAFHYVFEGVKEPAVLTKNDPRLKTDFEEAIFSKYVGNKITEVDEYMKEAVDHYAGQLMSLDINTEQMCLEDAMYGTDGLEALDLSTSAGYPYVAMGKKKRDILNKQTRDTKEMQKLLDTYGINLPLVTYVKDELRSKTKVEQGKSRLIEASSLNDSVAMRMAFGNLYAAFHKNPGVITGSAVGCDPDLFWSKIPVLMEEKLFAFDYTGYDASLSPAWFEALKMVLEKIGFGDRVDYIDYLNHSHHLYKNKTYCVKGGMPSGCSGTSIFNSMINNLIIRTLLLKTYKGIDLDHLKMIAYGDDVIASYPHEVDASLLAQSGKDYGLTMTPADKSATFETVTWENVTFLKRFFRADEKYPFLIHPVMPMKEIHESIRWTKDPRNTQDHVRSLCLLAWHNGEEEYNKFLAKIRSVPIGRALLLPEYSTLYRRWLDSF
# Polio RdRp inh FP z-score – second read-out of Polio RdRp inh, no call of its own (marks repeat the call); z-score; measured here: FP z-score; hits read low
# Starred values were filed as active, the others as inactive. This is a subset; count on the stated rates, not on these rows.
no. | compound | Polio RdRp inh | Polio RdRp inh FP z-score
1 | O=C(Nc1cccc(C(F)(F)F)c1)C(SCCO)c1ccccc1 (configuration not stated) | 103.0 | 0.6
2 | Cc1ccc(N2NC(=O)/C(=C/C=C/c3ccco3)C2=O)cc1C | 101.0 | -0.4
3 | O=c1sc(Nc2ccccc2)nc2ccccc12 | 100.0 | -0.3
4 | CN1CCN(S(=O)(=O)c2cccc3cccnc23)CC1 | 106.0 | 0.4
5 | CCOc1ccc(NC(=O)C2CCCN(S(=O)(=O)c3c(C)[nH]c(=O)[nH]c3=O)C2)cc1 (configuration not stated) | 102.0 | 0.2
6 | CCn1c(C(C)NC=O)nc2ccccc21 (configuration not stated) | 100.0 | -0.7
7 | Cc1ccc(CNC(=O)CC(C)S(=O)(=O)c2cc3c(cc2C)NC(=O)CO3)cc1 (configuration not stated) | 108.0 | 0.5
8 | CCN1CCN(C(c2ccccc2)c2c(O)cc(C)n(CCOC)c2=O)CC1 (configuration not stated) | 109.0 | 0.2
9 | C/C(=N\NC(=O)c1ccc(Cl)cc1Cl)c1ccc(C)o1 | 102.0 | 0.1
10 | CN(C)c1ccc(C(=O)OCC(=O)C23CC4CC(CC(C4)C2)C3)cc1 | 99.0 | -0.6

# Record cards (already shown):
# C/C(=N\NC(=O)c1ccc(Cl)cc1Cl)c1ccc(C)o1 across the screens: Polio RdRp inh = 102.0; Polio RdRp inh FP z-score = 0.1
# CCN1CCN(C(c2ccccc2)c2c(O)cc(C)n(CCOC)c2=O)CC1 (configuration not stated) across the screens: Polio RdRp inh = 109.0; Polio RdRp inh FP z-score = 0.2
# Cc1ccc(N2NC(=O)/C(=C/C=C/c3ccco3)C2=O)cc1C across the screens: Polio RdRp inh = 101.0; Polio RdRp inh FP z-score = -0.4

# New compounds follow:
no. | compound | Polio RdRp inh | Polio RdRp inh FP z-score
11 | Cc1nnc(SCC(=O)NCC2CCCCC2)n(N)c1=O | 101.0 | -0.5
12 | CCCC(=O)n1nc(NCc2ccccc2)nc1NCc1ccccc1 | 104.0 | 1.1
13 | Cc1ccc(NC(=O)CSCc2c(C#N)c(C)nn2-c2ccccc2)c(Cl)c1 | 102.0 | -0.3
14 | CNC(=O)N(Cc1cccnc1)Cc1cccc(Cl)c1Cl | 103.0 | 0.6
15 | COc1ccc(NC(=O)CSc2nc3ccccc3n2CC(=O)NCc2ccc(F)cc2)cc1 | 108.0 | 0.5
16 | COC(=O)c1sccc1NC(=O)COCc1cc(-c2cccs2)on1 | 102.0 | 0.1
17 | CCCN1C(=O)C2(c3ccccc31)c1c(oc3ccc(F)cc3c1=O)C(=O)N2CCCOC(C)C (configuration not stated) | 106.0 | 0
18 | N#Cc1c(NC(=O)c2cnn3c(C(F)(F)F)cc(-c4ccco4)nc23)sc2c1CCCC2 | 97.0 | -1.6
19 | CC(C)(C)OC(=O)N1CCc2nc(Nc3ccccc3)ncc2C1 | 104.0 | 0.8
20 | CCCCN1C(=O)N(c2nnc(C(C)(C)C)s2)C(O)C1c1ccc(C)cc1 (configuration not stated) | 103.0 | 0.5
21 | COc1ccc(C)cc1NC(=O)c1cc(S(=O)(=O)N2CCN(c3cccc(C)c3C)CC2)ccc1F | 112.0 | 0.6
22 | CCOc1ccc(CNC(=O)Cn2c(=O)c3cccn3c3ccc(F)cc32)cc1 | 99.0 | -1.3
23 | CCOC(=O)c1c(NC(=O)c2cc3nc(-c4ccc(OC)cc4)cc(C(F)(F)F)n3n2)sc2c1CCC(C)C2 (configuration not stated) | 102.0 | -0.7
24 | Cc1ccccc1CSc1nc2ccsc2c(=O)n1CCC(C)C | 102.0 | -0.8
25 | COc1ccccc1N1CCN(c2ccc3cc(S(=O)(=O)N4CCCCC4)ccc3n2)CC1 | 114.0 | 1.5
26 | O=C(NC1CCCC1)c1ccc2ncsc2c1 | 106.0 | 0.3
27 | Cc1ccc(CN2CCCn3nc(C(=O)NCCC(C)C)cc3C2=O)cc1 | 101.0 | -0.8
28 | Cc1cccc(Cn2nc(C)c(NC(=O)c3ccncc3)c2C)c1 | 100.0 | -1
29 | Nc1ccc2oc3ccccc3c2c1 | 97.0 | -0.5
30 | Cc1ccc(N(Cc2ccc(C(=O)O)cc2)S(C)(=O)=O)cc1C | 105.0 | 0.2

# Some of the entries so far, with two lines to a compound:
# Every second line gives: Polio RdRp inh | Polio RdRp inh FP z-score
8) CCN1CCN(C(c2ccccc2)c2c(O)cc(C)n(CCOC)c2=O)CC1 (configuration not stated)
 : 109.0 | 0.2
21) COc1ccc(C)cc1NC(=O)c1cc(S(=O)(=O)N2CCN(c3cccc(C)c3C)CC2)ccc1F
 : 112.0 | 0.6
4) CN1CCN(S(=O)(=O)c2cccc3cccnc23)CC1
 : 106.0 | 0.4

# Next part.
no. | compound | Polio RdRp inh | Polio RdRp inh FP z-score
31 | COCc1nnc(NC(=O)c2ccc(S(=O)(=O)N(C)C3CCCCC3)cc2)o1 | 103.0 | 0.9
32 | Cc1nn(CC(=O)N2CCC(C)CC2)c(=O)c2cc3occc3n12 | 107.0 | -0.2
33 | CC(C)CCN1CSC2=C(C#N)C(c3ccc(F)cc3)CC(=O)N2C1 (configuration not stated) | 103.0 | 0.3
34 | O=C(NC1CCCCC1)c1cc(Nc2ccccc2)nc2ccccc12 | 106.0 | 0
35 | C=CCSc1ncc2c(=S)[nH]c(=S)[nH]c2n1 | 93.0 | -1.7
36 | CN(c1ncnc2c1c(-c1ccccc1)cn2-c1ccc(F)cc1)C1CCCCC1 | 97.0 | -1.7
37 | COc1ccc(NC(=S)N(C)Cc2c(C)nn(C)c2C)c(OC)c1 | 100.0 | -0.3
38 | OCCN(Cc1ccccc1)Cc1ccccc1C(F)(F)F | 100.0 | -0.1
39 | Cc1ccc(Nc2ncc(C(=O)N3CCN(c4cccc(Cl)c4)CC3)c3ccccc23)cc1Cl | 105.0 | 0.1
40 | COc1ccccc1/C=C/c1nc(C#N)c(NCC(C)C)o1 | 109.0 | 0.2
41 | CCOC(=O)c1c(C)csc1NC=C(C#N)C#N | 104.0 | 0.7
42 | O=c1cc(CSc2nnc(-c3cccc(S(=O)(=O)N4CCOCC4)c3)n2C2CCCCCC2)nc2sccn12 | 99.0 | -0.5
43 | CCc1ccc(CN2CCC(C(=O)N(C)CCc3ccc(OC)c(OC)c3)CC2)cc1 | 103.0 | 0.2
44 | CCOC(=O)c1c(NC(=O)c2ccc(F)cc2)sc2c1CCC(CC)C2 (configuration not stated) | 103.0 | -0.2
45 | CC(=O)Oc1ccccc1-c1nc(C)no1 | 94.0 | -0.7
46 | CCC1(CC)Cc2ccccc2-c2nc(NN)n(Cc3ccccc3)c(=O)c21 | 105.0 | 0.9
47 | O=C(CCNc1n[nH]c(=O)[nH]c1=O)N1CCCCC1 | 101.0 | -0.2
48 | C=C(c1ccccc1)c1ccc(N(C)C)cc1 | 101.0 | 0.1
49 | COc1cc(C)c(NS(C)(=O)=O)cc1C(C)C | 102.0 | 0.4
50 | COc1ccc(CCNC(=O)Cn2c(C)c3cnn(-c4ccccc4)c(=O)c3c2C)cc1OC | 109.0 | 0.6
51 | COc1ccc(NC(=O)CSc2nc(-c3ccc(OC)cc3)[nH]c2-c2ccc(OC)cc2)cc1 | 113.0 | 0.3
52 | COc1ccc(-n2cc(C(=O)N(C)Cc3ccco3)c3ccccc3c2=O)cc1 | 103.0 | 0.7
53 | COc1ccc(CCNC(=O)c2cc(-c3ccc(C)cc3)nc3n[nH]c(-c4ccc(F)cc4)c23)cc1OC | 104.0 | -0.3
54 | Cc1onc(-c2ccccc2)c1N1C(=O)CCN(C(C)C)C1=O | 102.0 | 0.1
55 | CC1=C(C(=O)Nc2cccnc2)C(c2ccc(F)cc2)n2nc(-c3cccc(C)c3)nc2N1 (configuration not stated) | 107.0 | 0.5
56 | Cc1ccc(Nc2nnc(-c3ccc(C)c(S(N)(=O)=O)c3)c3ccccc23)cc1 | 100.0 | -0.8
57 | CSc1c(C#N)c(-c2cccs2)nn1CNC(=O)Nc1ccccc1C(F)(F)F | 113.0 | 2.1
58 | CCC(CC)=NNC(=O)c1ccc(Cl)cc1 | 102.0 | -0.3
59 | CCSc1nnc2n(/N=C/c3cccs3)cnn12 | 104.0 | 0.2
60 | COc1cc2c(=O)c(S(=O)(=O)c3ccc(F)cc3)cn(Cc3ccc(Cl)cc3)c2cc1OC | 101.0 | -1
61 | O=C(c1cc2c(s1)CCCC2)N1CCCC1c1nc2ccccc2s1 (configuration not stated) | 104.0 | 0.1
62 | OC1(C(F)(F)F)NN=C2C=Cc3ccccc3N21 (configuration not stated) | 151.0 | 5.1
63 | CC(=O)N1CCCc2cc(S(=O)(=O)N3CCC(C(=O)N(Cc4ccccc4)C(C)C)CC3)ccc21 | 109.0 | 0.4
64 | CC(C)Oc1ccc(CNC(=O)c2ccc3c(c2)nc2n3CCOC2)cc1 | 116.0 | 1.6
65 | NC(=O)COC(=O)c1cncc(Br)c1 | 89.0 | -5.8
66 | CCOC(=O)c1ccc(N2CC(O)=C(c3nc4ccccc4s3)C2=N)cc1 | 101.0 | 0
67 | CCOc1ccccc1N(C)C(=O)Cc1c(C(=O)O)c(C)cn1C | 99.0 | -1.1
68 | CC(=O)c1cccc(NC(=O)c2ccc3c(c2)c(C)c(C)n3Cc2ccc(Cl)cc2)c1 | 114.0 | 1.7
69 | Cc1ccn2c(=O)c(NC(=O)COc3ccccc3)c(C)nc2c1 | 108.0 | 2.1
70 | Cn1c(N)c(S(=O)(=O)NC2CCCCC2)c(=O)n(C)c1=O | 101.0 | -0.2

# Molecules shown so far containing two or more sulfur atoms (seven):
no. | compound | Polio RdRp inh | Polio RdRp inh FP z-score
16 | COC(=O)c1sccc1NC(=O)COCc1cc(-c2cccs2)on1 | 102.0 | 0.1
24 | Cc1ccccc1CSc1nc2ccsc2c(=O)n1CCC(C)C | 102.0 | -0.8
35 | C=CCSc1ncc2c(=S)[nH]c(=S)[nH]c2n1 | 93.0 | -1.7
42 | O=c1cc(CSc2nnc(-c3cccc(S(=O)(=O)N4CCOCC4)c3)n2C2CCCCCC2)nc2sccn12 | 99.0 | -0.5
57 | CSc1c(C#N)c(-c2cccs2)nn1CNC(=O)Nc1ccccc1C(F)(F)F | 113.0 | 2.1
59 | CCSc1nnc2n(/N=C/c3cccs3)cnn12 | 104.0 | 0.2
61 | O=C(c1cc2c(s1)CCCC2)N1CCCC1c1nc2ccccc2s1 (configuration not stated) | 104.0 | 0.1

# (list continues)
no. | compound | Polio RdRp inh | Polio RdRp inh FP z-score
71 | CCOc1ccc(NCC(=O)n2nc(C)cc2C)cc1 | 102.0 | 0.1
72 | CCOC(=O)c1c(C)n(C(=O)c2ccco2)c(=O)n1C(=O)c1ccco1 | 99.0 | -0.8
73 | Cc1cccc(C(=O)Nc2c(C(=O)NCc3ccc(Cl)cc3)sc3nc(C)cc(C)c23)c1 | 101.0 | -0.5
74 | CCOC(=O)C1CCN(C(=O)c2ccccc2F)CC1 | 100.0 | 0.2
75 | O=C(C1CCCN(S(=O)(=O)c2ccccc2)C1)N1CCCCC1 (configuration not stated) | 101.0 | -0.3
76 | Cc1ccc(NC(=O)N(C)C)cc1 | 101.0 | 0.1
77 | CCCN1Cc2cccc(C(=O)NC(C)c3ccc4c(c3)OCCO4)c2C1=O (configuration not stated) | 100.0 | -0.1
78 | Cc1ccccc1/C=N/NC(=O)c1ccc(-n2cnnn2)cc1 | 102.0 | -0.1
79 | O=C(CSc1nnc(-c2ccncc2)o1)Oc1ccccc1 | 99.0 | -0.4
80 | c1ccc(-n2nc3ccc4nonc4c3n2)cc1 | 99.0 | -0.7
81 | O=C(OCCn1ncc2ccccc2c1=O)c1ccc(F)cc1Cl | 104.0 | -0.1
82 | Cc1ccc(C2=NS(=O)(=O)N(C)C(C(=O)N(C)c3ccccc3)=C2)cc1 | 102.0 | -0.8
83 | O=C(CCNS(=O)(=O)c1ccc2c(c1)OCCO2)NC1CCCc2ccccc21 (configuration not stated) | 107.0 | 0.6
84 | CCOC(=O)c1sc(N/C=C(\C#N)c2nc3cc(Cl)ccc3o2)c(C#N)c1C | 79.0 | -7.2
85 | Cc1nn(CC(C)C)c(Cl)c1C(=O)NCC1COc2ccccc2O1 (configuration not stated) | 105.0 | 0.4
86 | CC1(C)CC(=O)C2=C(C1)Oc1ccc(Br)cc1C2 | 99.0 | -0.5
87 | O=C(Cn1c(=O)n(Cc2nc(-c3ccccc3)no2)c(=O)c2ccccc21)Nc1cccc(C(F)(F)F)c1 | 112.0 | 0.8
88 | CC(C)(C)c1cc(C(C)(C)C)n(-c2ccc(Br)cc2)n1 | 101.0 | -0.1
89 | O=C(CSc1ncc(-c2ccccc2)[nH]1)Nc1ccc(Cl)cc1 | 103.0 | -0.7
90 | Cc1noc(C)c1CSc1ccccc1C(=O)OCc1nnc(-c2ccccc2)o1 | 100.0 | -0.4
91 | COc1cccc(Cn2c(=O)n(CCc3ccccc3)c(=O)c3cccnc32)c1 | 101.0 | 0.4
92 | Cc1ccc(Cl)cc1N1CCN(C(=O)c2ccc3c(Cl)c4c(nc3c2)CCCC4)CC1 | 103.0 | 0
93 | Cn1c(=NC(=O)CN2C(=O)C3CC=CCC3C2=O)sc2ccccc21 (configuration not stated) | 101.0 | -0.2
94 | COc1ccc(OC)c(NC(=O)c2nc(SCc3ccc(F)cc3)ncc2Cl)c1 | 106.0 | -0.1
95 | CSc1nsc(SCC(=O)N(c2ccccc2)c2ccccc2)n1 | 101.0 | -0.3
96 | CCc1cccc(NC(=O)Cn2c(C(=O)OC)cc3occc32)c1 | 106.0 | 0
97 | C=CCN1C(=O)CS/C1=N/c1nccs1 | 103.0 | 0.6
98 | COCCCNC(=O)c1c(NC(=O)Cc2coc3cc(C)cc(C)c23)sc2c1CCCC2 | 122.0 | 0.5
99 | COC(=O)c1cc(=O)n(C2CCCCC2)c(=NC2CCCCC2)s1 | 103.0 | 0.6
100 | Cc1ccc(C)[n+](CNC(=O)c2ccc(Cl)cc2Cl)c1 | 100.0 | -0.4
